High-throughput results (PubChem BioAssay)
miR122 inh – miR-122 inhibition in Huh7 cells; Huh7 miR-122 Renilla luciferase sensor, 48 h; neutral wells = 0, positive control = 100; hit rate 0.3% among 340,000; activation (reporter increase), % at 12.5 µM;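 active = mean replicate activation score at least 90 and every replicate individually at or above 90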;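 note: higher luciferase means less miR-122 activity so hits act as miR-122 inhibitors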
* hit, by the source's call.

miR122 inh,smiles
-1.3,C#CCN1C(=O)C(O)(CC(=O)c2cccc(OC)c2)c2ccccc21 (configuration not stated)
-3.5,Fc1ccc(CN2CCN(c3ncccn3)CC2)cc1
0.4,COc1ccc(S(=O)(=O)N2CCCN(S(=O)(=O)c3ccc(OC)cc3C)CC2)c(C)c1
-2.0,Cc1cc(=O)[nH]c(N=N/C(=N/Nc2ccccc2C)c2ccccc2)n1
-1.1,CC(=O)Nc1ccc(C(=O)n2cnc3cc(C)c(C)cc32)cc1
-2.0,O=C(C1CCCN(S(=O)(=O)c2ccccc2)C1)N1CCN(c2ncccn2)CC1 (configuration not stated)
-1.0,CN1CCc2c(sc3c2c(=O)n(-c2ccccc2)c2nnc(SCc4ccccc4)n32)C1
-4.8,CCOC(=O)C1CCN(C(=O)Nc2cccc(Cl)c2)CC1
-15.9,CCc1nc(Nc2ccncc2)c2oc3ccccc3c2n1
-4.1,CCOC(=O)c1c(C)[nH]c(C(=O)C(C)OC(=O)c2oc3ccccc3c2COC)c1C (configuration not stated)
-0.6,O=c1c2cc(F)ccc2[nH]c(=S)n1CCCN1CCOCC1
-0.9,C=C(C)Cn1c(Sc2nc3ccccc3[nH]2)nc2c1c(=O)[nH]c(=O)n2C
-7.1,c1ccc(-c2nc(-c3ccccn3)no2)cc1
0.7,CCOC(=O)C1(C(F)(F)F)N=C(c2cccnc2)OC(N2CCCCC2)=N1 (configuration not stated)
2.3,COCC(=O)NCCNc1nc2ccc(C)cc2cc1C
0.5,COc1cccc(CNC(=O)C2CCCN(c3nn4c(=O)cc(C)nc4s3)C2)c1OC (configuration not stated)
46.3,COc1ccc(CN(C)C(c2ccccc2)c2nnnn2-c2ccccc2C)c(OC)c1C (configuration not stated)
9.3,COC(=O)c1sccc1NC(=O)C1C2C=CC(C2)C1C(=O)O (configuration not stated)
-6.4,c1ccc2c(c1)ncn2-c1ccc(-c2ccnc(-c3ccncc3)n2)cc1
-1.3,CCCCP(=O)(CCCC)Cc1ccccc1O
26.8,Cc1cc(Nc2ccc3c(c2)OCCO3)c2cccc(C)c2n1
-6.1,CCN1CCN(C(=S)Nc2ccc(Cl)cc2)CC1
0.6,O=C(CCSc1nc(-c2ccco2)cc(C(F)(F)F)n1)NCC1CCCO1 (configuration not stated)
6.1,CC(C(=O)N1CCc2ccccc21)N1CCc2ccccc2C1 (configuration not stated)
2.3,CC(C)CCn1nnnc1C(c1ccc(N(C)C)cc1)N1CCN(C(=O)c2ccco2)CC1 (configuration not stated)
5.1,COC(=O)C1CCN(C(=O)COc2ccc(Cl)cc2)CC1
-3.8,Cc1ccc(C(=O)/C=C2\NCC(C)NC2=O)cc1 (configuration not stated)
-3.2,Cc1cc(C(F)(F)F)n2nc(-c3cnn(C)c3C(F)(F)F)c(Cl)c2n1
17.5,N#CC1=C(N)C(C#N)(C#N)[C@H](c2ccncc2)[C@H]2CN(C(=O)OCc3ccccc3)CC=C12
8.8,CCCS(=O)(=O)NC(=O)C1(C)CCCN(C(=O)c2cc(OC)ccc2Br)C1 (configuration not stated)

Single values from the list:
Entry for `COC(=O)c1sccc1NC(=O)C1C2C=CC(C2)C1C(=O)O` (configuration not stated) under miR122 inh: 9.3
Entry for `Cc1cc(C(F)(F)F)n2nc(-c3cnn(C)c3C(F)(F)F)c(Cl)c2n1` under miR122 inh: -3.2

New compounds follow
miR122 inh,smiles
1.2,NC(=O)CSc1nnc(-c2ccc(S(=O)(=O)N3CCOCC3)cc2)n1Cc1ccccc1
4.1,Cc1csc(Sc2ccc([N+](=O)[O-])cc2C(=O)OCC(=O)NC(=O)NC(C)(C)C)n1
2.0,CCOC(=O)C1CCCN(c2ncnc3c2oc2ccccc23)C1 (configuration not stated)
-6.5,CC(C)(C)C(=O)Nc1nnc(CSCc2ccccc2F)s1
13.7,CCCC(OC(=O)CC1Sc2ccccc2NC1=O)C(=O)NCc1ccco1 (configuration not stated)
-2.7,CCOC(=O)Cn1c(=O)oc2cc(S(=O)(=O)NCCc3ccc(OCC)c(OCC)c3)ccc21
-2.2,CC(NC(=O)CNC(=O)OCc1ccccc1)C(=O)N1CC(O)CC1C(=O)OCc1ccccc1 (configuration not stated)
-3.1,CC(=O)c1cccc(-n2nnnc2SCC(=O)Nc2cccc(NC(=O)c3ccco3)c2)c1
-9.4,COC(F)(C(=O)Nc1ccc2c(c1)C(=O)NC2=O)C(F)(F)F (configuration not stated)
-4.6,COc1ccc2c(c1)CCCC21NC(=O)NC1=O (configuration not stated)
8.9,O=C(NC(=S)Nc1ccc(NC(=O)c2cccs2)cc1)c1ccco1
16.6,O=S(=O)(Cc1ccccc1)N=Nc1c(O)[nH]c2ccc(Br)cc12
1.1,O=C(O)C1C2C=CC(C3CC23)C1C(=O)N1CCc2ccccc21 (configuration not stated)
33.4,CCCNS(=O)(=O)c1ccc(OC)c(Cl)c1Cl
-7.0,O=c1[nH][nH]c(C(F)(F)F)c1C=Nc1ccccc1Cl
-4.6,COc1ccc2c(c1)C1=NN(/C(C)=C\C(C)=O)C(c3ccccc3)C1CC2 (configuration not stated)
4.8,CCCCCOc1ccc(CSC(=N)N)cc1[N+](=O)[O-]
2.1,Cc1ccc(CNC(=O)/C=C/c2c(Cl)cccc2Cl)cc1
9.9,O=C(Cc1cccs1)N1CCCC(c2nc(-c3ccc(S(=O)(=O)N4CCCC4)cc3)no2)C1 (configuration not stated)
-3.5,CCOC(=O)Cn1c2c(c(=N)c3c1CCC3)CCC2
2.7,CC(=O)OCc1c(C(F)(F)F)nn(C)c1SCc1ccc(Cl)cc1
9.4,COC(=O)c1ccccc1NC(=O)Cn1ccnc1
2.0,CC(=O)c1c(C)[nH]c(C(=O)Nc2ccc(C)cn2)c1C
2.3,COc1cccc(C(=O)CSc2nc3ccccc3n2CC(=O)N(C(C)C)C(C)C)c1
2.7,Cc1ccc(-c2nnc(-c3ccc(NC(=O)c4ccco4)cc3)o2)cc1
-5.7,O=C(CCS(=O)(=O)c1cccs1)N1CCN(c2ccc(F)cc2)CC1
0.9,O=C(Nc1nccs1)c1ccc(Br)o1
26.5,Cc1ccc(-n2[nH]c(=O)c3cccnc32)cc1
-1.2,CC1(C)Cc2c(C#N)c(NCC3CCCO3)nc(-c3ccco3)c2CO1 (configuration not stated)
-5.1,COc1ccc2c(c1)c1ccccc1n2C

Three of the entries above in order of the miR122 inh value, low to high.
miR122 inh,smiles
-4.6,COc1ccc2c(c1)CCCC21NC(=O)NC1=O (configuration not stated)
-3.8,Cc1ccc(C(=O)/C=C2\NCC(C)NC2=O)cc1 (configuration not stated)
6.1,CC(C(=O)N1CCc2ccccc21)N1CCc2ccccc2C1 (configuration not stated)

Returning to the listing; the 2 compounds before the break are reprinted first.
miR122 inh,smiles
-1.2,CC1(C)Cc2c(C#N)c(NCC3CCCO3)nc(-c3ccco3)c2CO1 (configuration not stated)
-5.1,COc1ccc2c(c1)c1ccccc1n2C
2.7,CCCc1cc(=O)n2[nH]c(-c3ccccc3)cc2n1
2.8,CC1(C)CC(=O)C2=C(C1)N(N1CCOCC1)C(N)=C(C#N)C2c1cccnc1 (configuration not stated)
-0.1,COc1ccc2nc(SCC(=O)NC3CCCc4ccccc43)[nH]c2c1 (configuration not stated)
-5.9,C=CCn1c(CCC(=O)O)ccc1-c1ccc(OC)cc1
-4.2,Cc1cc(C)n(-c2ccc(C(=O)NC3=NCCS3)cc2)n1
3.8,COC(=O)c1ccccc1OCCCCN1CC(C)OC(C)C1 (configuration not stated)
7.6,COc1ccc(C2SCC(=O)N2C)cc1 (configuration not stated)
-3.8,COc1cccc(-c2cc(C(=O)N/N=C/c3ccc(OC)c(COC(C)=O)c3)c3ccccc3n2)c1
1.2,O=C(CSc1nc2ccccc2n1CC(=O)NCc1ccccc1)NCc1ccco1
5.2,COC(=O)C1=C(N)Oc2cc(C)n(CCc3ccccc3)c(=O)c2C1c1cccnc1 (configuration not stated)
68.5,COC(=O)Nc1nc(-c2ccccc2)c(C(=O)c2ccc(Cl)cc2)s1
-16.0,CCOc1ccc(NC(=O)CCCN2C(=S)NC(C)(C)CC2C)cc1 (configuration not stated)
-1.4,O=c1c(Cc2ccc(Cl)cc2)c(O)ccn1Cc1cccc(Cl)c1
-3.2,CCN1CCN(CC(=O)n2c3c(c4ccccc42)CC(C)CC3)CC1 (configuration not stated)
0.6,COc1ccc(N(CC(=O)Nc2ccc3c(c2)OCCO3)S(C)(=O)=O)c(OC)c1
-4.8,Cc1ccccc1NC(=O)CCN1CCCCCC1
-0.6,O=C1Nc2ccccc2C(O)(C(=O)NCc2ccco2)N1c1ccc(Cl)c(Cl)c1 (configuration not stated)
4.8,CN(CCOc1ccc(-c2ccn(S(=O)(=O)c3c(Cl)cccc3Cl)n2)cc1)c1ccccn1
0.1,COc1cc(C)c(S(=O)(=O)N2CCCC2)cc1C
-1.8,CCCC(c1nnnn1CC(=O)OCC)N(Cc1cc2c(C)cc(C)cc2[nH]c1=O)C1CCCC1 (configuration not stated)
-7.7,COc1cccc(NC(=O)CNS(=O)(=O)c2ccc3nc(C)sc3c2)c1
-0.4,Cc1ccc(C(=O)NC(C)CCc2ccccc2)cc1[N+](=O)[O-] (configuration not stated)
0.8,CC(C)n1cc(C(=O)c2cc(Br)ccc2O)cc(C#N)c1=O
-0.9,CC(=O)c1ncnn1CC(=O)c1ccc(Cl)cc1Cl
-16.0,Cc1ccccc1-c1nc(CN2CCCC(C(=O)NCc3cccnc3)C2)c(C)o1 (configuration not stated)
-6.8,CC(=O)Cc1nsc(NC(=O)c2ccc(-c3ccc(Cl)cc3Cl)o2)n1
-1.7,Cc1nn(C)cc1C(=O)NNC(=S)Nc1ccccc1
-0.3,CCC(C)(C)n1nnnc1C(c1ccc(C)cc1)N1CCN(Cc2ccc3c(c2)OCO3)CC1 (configuration not stated)
-0.7,O=S(=O)(c1cccc2nsnc12)N1CCCC1
-3.7,COCCNC(C(=O)Nc1cc(Cl)cc(Cl)c1)c1ccccc1 (configuration not stated)
-2.0,CCOC(=O)CNC(=O)CSc1ncnc2c1cnn2Cc1ccccc1
2.0,c1coc(Cn2c(SCc3nc4ccccc4[nH]3)nnc2-c2cccs2)c1
-5.6,O=C(O)c1ncn(Cc2ccccc2)c1C(=O)O
-11.3,CCNC(=O)/C(=C\c1ccc2c(c1)OCO2)NC(=O)c1ccc(Br)cc1
11.5,CC1(C)CC(CC(=O)NC(=S)Nc2ccc([N+](=O)[O-])cc2)C(=O)O1 (configuration not stated)
5.3,Cc1ccc(S(=O)(=O)N2CCCC2C(=O)OCc2nc3sc(C)c(C)c3c(=O)[nH]2)cc1 (configuration not stated)
-3.7,CCOc1ccc2c(c1)n(CO)c(=S)n2CO
15.8,CCCNc1nc(N)nc(-c2cc(Cl)ccc2OC)n1
1.9,O=C(Nc1ccc(Cl)c(Cl)c1)c1csc(-c2ccccc2)n1
-6.2,CCCCNC(=O)CC(=O)Nc1ccccc1C(=O)O
13.2,O=C(c1cc2sccc2n1Cc1ccc(F)cc1)N1CCc2ccccc21
9.8,CCOC(=O)N1CCN(CC(=O)Nc2c(C(=O)OC)[nH]c3cc(C)ccc23)CC1
-11.5,CCOC(=O)c1c(-c2ccc(C)o2)csc1NC(=O)COC(=O)c1ccc(NC(N)=O)cc1
-1.8,Cc1ccc(CCNC(=O)C2CCN(S(=O)(=O)c3cccc4nonc34)CC2)cc1
-10.5,O=C(CSc1nnc(Cc2ccccc2)n1-c1cccc(Cl)c1)N1CCOCC1
-5.2,CCc1c(O)nc2ccccn2c1=O
-4.0,CC1CCC2(CC1)SCC(=O)N2c1ccccc1 (configuration not stated)
-6.8,COC(=O)c1ccc(NC(=O)c2ccccc2)o1
4.7,CC/C(=N/Nc1ccccc1)c1cnnc(-c2ccccc2)n1
1.2,CCOC(=O)C1=NN(c2ccc(OC)cc2)C(c2ccccc2)CC1=O (configuration not stated)
4.0,COc1ccc(C2=NO[C@@H]3C(=O)N(c4cccc(C)c4C)C(=O)[C@H]23)cc1OC
5.1,COc1ccccc1Nc1ncc(C(C)=O)c(C)n1
13.7,CCCCOc1ccc(/C=N/NC(=S)Nc2cccc(C)c2C)cc1
0.0,COCCOC(=O)C1=C(C)N=C2SCCC(=O)N2C1c1ccc(C(=O)OC)cc1 (configuration not stated)
0.3,CS(=O)(=O)N1CCC(C(=O)NCC2CCCO2)CC1 (configuration not stated)
11.9,O=C(CN1C(=O)c2cccc3cccc1c23)N1CCN(Cc2ccc3c(c2)OCO3)CC1
4.0,Cc1ccc(-c2nnc(CSc3nc(C(C)C)nc4sc(C)c(C)c34)o2)cc1
12.5,Cc1cc(C)nc(Nc2n[nH]c(COc3cccc4ccccc34)n2)n1
-17.9,Cc1cccc(OCCCc2c(C)n[nH]c2C)c1
-5.8,c1cc(C(c2nnnn2C2CCCCC2)N2CCN3CCCC3C2)ccn1 (configuration not stated)

Shown with each value named: entries from further up.
CC1CCC2(CC1)SCC(=O)N2c1ccccc1 (configuration not stated)
  miR122 inh: -4.0
Cc1ccc(S(=O)(=O)N2CCCC2C(=O)OCc2nc3sc(C)c(C)c3c(=O)[nH]2)cc1 (configuration not stated)
  miR122 inh: 5.3
CC1(C)CC(=O)C2=C(C1)N(N1CCOCC1)C(N)=C(C#N)C2c1cccnc1 (configuration not stated)
  miR122 inh: 2.8

Later entries:
miR122 inh,smiles
9.3,CCOc1ccc(S(=O)(=O)N(CC(=O)N/N=C/c2cccs2)c2ccc(C)cc2)cc1
15.1,CCCOc1ccc(C2c3c(oc4ccccc4c3=O)C(=O)N2CCCN2CCOCC2)cc1 (configuration not stated)
-4.2,COc1ccccc1N1CCN(Cc2nnnn2CCc2ccccc2)CC1
-6.3,CC1(C)C(=O)OC(c2ccccc2)C2(CCCC2)C1=O (configuration not stated)

The list is partial, so the mix of outcomes need not match the whole.
